Source: PubChem BioAssay (Broad Institute)
p53 PUMA act – mutant p53 pathway reactivation | SW480 PUMA-promoter luciferase | activation, % at 9.98 µM | 28,000 compounds, 1.5% hits | AID 624151; in the data active = activation above about 52%
STK33 kin inh – blocks human STK33 kinase activity | 27,000 compounds, 0.44% hits | inhibition, % at 12.5 µM | ADP-Glo luminescence, MBP substrate; in the data active = inhibition above about 20%
Target sequence (Q9BYT3 whole entry, looked up): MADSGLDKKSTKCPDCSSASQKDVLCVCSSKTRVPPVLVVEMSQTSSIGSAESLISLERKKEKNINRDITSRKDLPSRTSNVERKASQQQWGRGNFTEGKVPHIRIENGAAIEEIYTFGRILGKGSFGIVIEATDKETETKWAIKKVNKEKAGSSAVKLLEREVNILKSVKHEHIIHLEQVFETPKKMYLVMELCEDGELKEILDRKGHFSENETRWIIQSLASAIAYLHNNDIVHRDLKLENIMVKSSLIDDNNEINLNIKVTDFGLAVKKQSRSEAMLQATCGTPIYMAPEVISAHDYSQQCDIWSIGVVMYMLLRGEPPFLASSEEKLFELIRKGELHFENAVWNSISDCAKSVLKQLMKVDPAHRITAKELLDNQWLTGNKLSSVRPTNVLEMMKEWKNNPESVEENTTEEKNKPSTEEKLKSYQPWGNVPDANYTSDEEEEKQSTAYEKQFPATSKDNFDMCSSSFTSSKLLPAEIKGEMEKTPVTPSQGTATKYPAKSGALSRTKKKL
* hit, by the source's call; / = no result given. A portion of the library; the hit share may differ from the screen's.

#	Compound	p53 PUMA act	STK33 kin inh
1	COCCOC(=O)N1C(=O)[C@@]2(c3cc(C#CC4(O)CCCCCC4)ccc31)[C@H](c1ccc(O)cc1)N1[C@H](c3ccccc3)[C@H](c3ccccc3)OC(=O)[C@H]1[C@@H]2C(=O)N1CCN(c2ncccn2)CC1	/	-0.3
2	Cc1cc(NC(=O)c2cc(-c3ccccc3)on2)n(-c2ccccc2)n1	8.0	0.4
3	C[C@@H]1CCCCO[C@@H](CN(C)Cc2ccncc2)[C@@H](C)CN([C@H](C)CO)C(=O)c2cc(NC(=O)NC3CCCCC3)ccc2O1	/	1.8
4	COc1ccccc1CCn1cc(C#N)c(=O)[nH]c1=O	12.7	/
5	COc1ccc(C)cc1NC(=O)CSc1nc(SC)ns1	4.5	2.4
6	C[C@@H]1CN([C@@H](C)CO)C(=O)c2cc(NC(=O)Nc3ccc4c(c3)OCO4)ccc2O[C@@H](C)CCCCO[C@@H]1CN(C)C	3.5	/
7	C[C@@H]1CN([C@@H](C)CO)C(=O)Cc2cc(NS(=O)(=O)c3ccccc3)ccc2O[C@@H]1CN(C)Cc1ccncc1	/	0.1
8	Cc1ccc(NC(=O)c2cc(NC(=O)C3CC=CCC3C(=O)O)ccc2N2CCOCC2)cc1Cl (configuration not stated)	10.4	1.6
9	Cc1cc(Br)c(NC(=O)CSc2nnc(-c3ccc(Cl)cc3)n2C)cc1C	5.1	-0.1
10	Nc1nnc(SCc2nc3ccccc3n2Cc2ccccc2)s1	-5.1	0.6

Following part
#	Compound	p53 PUMA act	STK33 kin inh
11	C[C@@H]1CN([C@H](C)CO)C(=O)Cc2cc(NS(=O)(=O)c3cn(C)cn3)ccc2O[C@H]1CN(C)CC1CC1	5.0	/
12	C[C@@H]1CN([C@H](C)CO)C(=O)CCCn2cc(nn2)CO[C@@H]1CN(C)C(=O)Nc1ccc(C(C)(C)C)cc1	/	4.8
13	C[C@@H]1CN([C@@H](C)CO)C(=O)c2cc(C#Cc3cccc(F)c3)cnc2O[C@H]1CN(C)Cc1ccccn1	0.8	/
14	Cc1cc(C)c(NC(=O)CN(c2ccc(F)cc2)S(C)(=O)=O)c(C)c1	-4.6	-3.0
15	Nc1nc(-c2ccncc2)ncc1S(=O)(=O)Cc1ccco1	/	1.6
16	C[C@@H]1CN([C@H](C)CO)C(=O)c2cc(NC(=O)Nc3ccc4c(c3)OCO4)ccc2O[C@H]1CN(C)Cc1ccc(Oc2ccccc2)cc1	/	0.6
17	CC(C)(C)C(=O)N1CCN(c2nc3ccc(Cl)cc3s2)CC1	/	-0.8
18	C[C@@H]1CN([C@@H](C)CO)C(=O)c2cc(NC(=O)Nc3ccc4c(c3)OCO4)ccc2O[C@@H]1CN(C)C(=O)Nc1ccc2c(c1)OCO2	17.2	1.6
19	COc1cccc(-c2cnc3c(c2)C(=O)N([C@@H](C)CO)C[C@@H](C)[C@H](CN(C)Cc2cccnc2)O3)c1	-8.5	/
20	Cn1c2ccccc2n2nc(CCC(=O)O)c(=O)nc12	-16.8	-1.3

Continuation.
#	Compound	p53 PUMA act	STK33 kin inh
21	Cc1noc(C)c1S(=O)(=O)N(C)C[C@@H]1OCCCC[C@@H](C)Oc2ccc(NC(=O)NC(C)C)cc2C(=O)N([C@@H](C)CO)C[C@@H]1C	9.1	/
22	C[C@@H]1CN([C@@H](C)CO)C(=O)c2cc(-c3ccncc3)cnc2O[C@H]1CN(C)Cc1ccc(Oc2ccccc2)cc1	-17.6	/
23	Cc1noc(C)c1NC(=O)N(C)C[C@@H]1Oc2ncc(C#Cc3ccccc3)cc2C(=O)N([C@H](C)CO)C[C@@H]1C	-11.2	-1.2
24	Cc1ccc(C(=O)NCCN2CCOCC2)cc1S(=O)(=O)N1CCCCC1	5.5	0.0
25	Cc1nc(C(F)(F)F)ccc1C(=O)NCC(O)c1ccccc1 (configuration not stated)	17.8	/
26	COc1ccc(S(=O)(=O)N(C)C[C@@H]2Oc3c(NS(=O)(=O)c4cn(C)cn4)cccc3C(=O)N([C@H](C)CO)C[C@H]2C)cc1	6.3	/
27	C[C@@H]1CCCCO[C@@H](CN(C)C(=O)C2CCCCC2)[C@@H](C)CN([C@H](C)CO)C(=O)c2cc(NS(=O)(=O)c3ccc(F)cc3)ccc2O1	/	3.8
28	COc1ccc(NC(=O)N(C)C[C@H]2Oc3cc(-c4ccc(C)cc4)ccc3S(=O)(=O)N([C@H](C)CO)C[C@H]2C)cc1	-13.4	/
29	CC(C)NC(=O)N(C)C[C@@H]1Oc2ccc(N(C)C)cc2CC(=O)N([C@@H](C)CO)C[C@H]1C	1.5	/
30	C[C@H]1CN([C@@H](C)CO)C(=O)c2cc(NC(=O)Nc3ccccc3)ccc2O[C@H]1CN(C)C	/	-0.3

More results follow.
#	Compound	p53 PUMA act	STK33 kin inh
31	C[C@@H]1CN([C@H](C)CO)S(=O)(=O)c2ccc(C#C[C@@H](C)O)cc2O[C@H]1CN(C)C	5.1	/
32	CC1(C)Cc2nc(-c3ccccc3)nc(SCC(=O)Nc3ccc(Br)cc3)c2CO1	-6.4	1.4
33	Clc1ccc(CO/N=C(\Cn2ccnc2)c2ccc(Cl)cc2Cl)c(Cl)c1	7.5	7.7
34	CN(c1cccc(NC(=O)c2ccc(CN3CCc4ccccc4C3)cc2)c1)S(C)(=O)=O	-16.0	-2.5
35	Cc1noc(C)c1NC(=O)N(C)C[C@@H]1OCCCC[C@@H](C)Oc2ccc(NC(=O)Cc3ccccc3)cc2C(=O)N([C@H](C)CO)C[C@@H]1C	/	0.8
36	COC(=O)c1ccccc1NC(=O)COc1ccccc1F	43.1	0.8
37	C[C@@H]1CN([C@H](C)CO)C(=O)c2cc(NS(C)(=O)=O)ccc2O[C@@H](C)CCCCO[C@@H]1CN(C)S(=O)(=O)c1ccccc1	4.0	/
38	C[C@H]1CN([C@@H](C)CO)C(=O)c2cc(C#CC3(O)CCCC3)cnc2O[C@H]1CN(C)S(=O)(=O)c1ccccc1	15.7	/
39	COc1ccc2nc(SCC(=O)N3CCCc4ccccc43)[nH]c2c1	38.3	1.4
40	C[C@@H]1CN([C@@H](C)CO)C(=O)c2cc(NC(=O)C3CC3)ccc2O[C@@H]1CN(C)C(=O)Nc1cccc2ccccc12	-4.6	-0.8

Additional results
#	Compound	p53 PUMA act	STK33 kin inh
41	C[C@H]1O[C@@H](O[C@H]2CC[C@@]3(C)C(CC[C@]4(C)C3CC=C3C5CC(C)(C)CC[C@]5(C(=O)O)CC[C@]34C(=O)O)C2(C)C)[C@H](O)[C@@H](O)[C@H]1O (some centres not stated)	-0.5	-7.2
42	O=C(CN1C(=O)S/C(=C\C=C\c2ccccc2)C1=O)Nc1cccc(O)c1	59.2*	/
43	C[C@@H]1CN([C@@H](C)CO)C(=O)Cc2cc(NC(=O)Nc3ccccc3)ccc2O[C@@H]1CN(C)C(=O)Nc1ccc(C(F)(F)F)cc1	-12.5	-0.4
44	COC1=CC(=O)OC1C(O)C(O)C(OC(C)=O)c1ccccc1 (configuration not stated)	5.1	-1.1
45	COc1ccccc1NC(=O)CSc1nc(Nc2ccccc2)nc(Nc2ccccc2)n1	-17.6	4.6
46	O=C(COc1ccc(F)cc1)Nc1cc(Cl)ccc1C(=O)O	-6.5	-4.8
47	COc1ccc(-c2noc(CCCN3C(=O)c4ccccc4C3=O)n2)cc1OC	16.9	-0.6
48	CCc1ccnc(NC(=O)CC2(CC(=O)O)CCCCC2)c1	5.8	/
49	N#Cc1cc(C#N)c(SCCN2CCOCC2)nc1N	11.7	-1.3
50	C[C@H](O)C#Cc1cnc2c(c1)C(=O)N([C@@H](C)CO)C[C@H](C)[C@@H](CN(C)CC1CCCCC1)O2	10.7	/

[51] C[C@H](CO)N1C[C@H](C)[C@H](CN(C)CC2CCCCC2)Oc2ccc(NC(=O)Nc3ccc(C(F)(F)F)cc3)cc2CC1=O
[52] COc1ccc(NC(=O)Nc2ccc3c(c2)CC(=O)N([C@@H](C)CO)C[C@H](C)[C@@H](CN(C)C(=O)Nc2ccc4c(c2)OCO4)O3)cc1
[53] C[C@@H]1CCCCO[C@H](CN(C)Cc2ccncc2)[C@H](C)CN([C@H](C)CO)C(=O)c2cc(N(C)C)ccc2O1
[54] Cc1sc(NC(=O)C2CC(Cl)=CCC2C(=O)O)c(C#N)c1C (configuration not stated)
[55] CC(C)OC(=O)C(C)Sc1ncnc2scc(-c3ccc(Br)cc3)c12 (configuration not stated)
[56] O=C(OCCN1CCCCC1)c1cccc(COc2ccc3ccccc3c2)c1
[57] COc1cc(OC)cc(C(=O)Nc2ccc(OCC(=O)O)cc2)c1
[58] CCOC(=O)c1ccc(-n2c(C)cc(C=C3C(=O)NC(=S)NC3=O)c2C)cc1
entry no.	51	52	53	54	55	56	57	58
p53 PUMA act	/	/	-5.2	-10.7	-10.2	19.2	1.2	/
STK33 kin inh	1.1	1.9	/	-1.5	-1.2	/	-2.0	2.9

[59] CCCN(C)C[C@@H]1OCCCC[C@@H](C)Oc2ccc(NC(=O)Nc3ccc(OC)cc3)cc2C(=O)N([C@H](C)CO)C[C@@H]1C
[60] Cc1ccc(S(=O)(=O)N(C)C[C@@H]2OCCCC[C@@H](C)Oc3ccc(NC(=O)Nc4ccc5c(c4)OCO5)cc3C(=O)N([C@H](C)CO)C[C@@H]2C)cc1
[61] O=C(COc1ccc([N+](=O)[O-])cc1)Nc1ccc(Cl)c(-c2nc3ccccc3s2)c1
[62] O=C(O)CNC(=O)C(CS)Cc1ccccc1 (configuration not stated)
[63] C[C@@H]1CN([C@@H](C)CO)C(=O)c2cc(NS(C)(=O)=O)ccc2O[C@@H]1CN(C)Cc1ccc2c(c1)OCO2
[64] C[C@@H]1CN([C@H](C)CO)C(=O)c2cccc(N(C)C)c2O[C@@H]1CN(C)C
[65] COc1ccccc1NC(=O)c1ccccc1NC(=O)COc1ccccc1C
[66] C[C@H]1CN([C@@H](C)CO)C(=O)Cc2cc(NC(=O)Cn3cnnn3)ccc2O[C@H]1CN(C)C(=O)Nc1ccccc1
entry no.	59	60	61	62	63	64	65	66
p53 PUMA act	/	/	-6.8	5.5	/	-1.8	-8.4	7.4
STK33 kin inh	-0.8	0.6	0.4	/	-0.7	/	5.0	/

[67] O=C(CCN1C(=O)C2C3C=CC(C4CC34)C2C1=O)Oc1cccc2cccnc12 (configuration not stated)
[68] C[C@H](CO)N1C[C@H](C)[C@H](CN(C)Cc2ccncc2)OCCCC[C@H](C)Oc2ccc(NS(C)(=O)=O)cc2C1=O
[69] CC(=O)Nc1ccccc1NC(=O)CN1C(=O)c2ccccc2C1=O
[70] COc1cc([N+](=O)[O-])ccc1NC(=S)NCc1ccccn1
[71] CC1(C)CC[C@]2(C(=O)O[C@@H]3O[C@H](CO)[C@@H](O)[C@H](O)[C@H]3O)CC[C@]3(C)C(=CCC4[C@@]5(C)C[C@@H](O)[C@H](O)[C@@](C)(COC(=O)c6cc(O)c(O)c(O)c6)C5[C@H](O)C[C@]43C)[C@@H]2C1 (some centres not stated)
[72] C[C@@H]1CCCCO[C@H](CN(C)S(=O)(=O)c2cccs2)[C@H](C)CN([C@@H](C)CO)C(=O)c2cc(N(C)C)ccc2O1
[73] Cc1coc(C)c1C(=O)CC1(O)C(=O)N(CCc2ccccc2)c2ccc(Cl)cc21 (configuration not stated)
[74] Cc1ccc(S(=O)(=O)N2C(=O)CCC2C(N)=O)cc1 (configuration not stated)
entry no.	67	68	69	70	71	72	73	74
p53 PUMA act	0.8	4.9	1.0	11.4	-37.2	-9.8	-12.9	-6.7
STK33 kin inh	-4.9	/	0.9	-1.9	8.9	/	-2.6	-1.9

[75] C[C@H](CO)N1C[C@H](C)[C@@H](CN(C)Cc2ccc(Cl)c(Cl)c2)OCc2cn(nn2)CCCC1=O
[76] C[C@H]1CN([C@@H](C)CO)C(=O)c2cccc(NS(=O)(=O)c3cccs3)c2O[C@H]1CN(C)Cc1ccc(C(=O)O)cc1
[77] Cc1cc(C)c2nc(-c3ccccn3)cc(C(=O)NCc3ccco3)c2c1
[78] O=C(CSc1nnc(-c2cnccn2)n1-c1ccccc1)Nc1ccc(Br)cc1
[79] COC(=O)c1c(NC(=O)COc2ccccc2C(C)C)sc2c1CCCC2
[80] C=CCN1Cc2ccccc2[C@@H]2OC(c3ccc(OCCCO)cc3)=N[C@]2(CCS(=O)(=O)c2ccccc2)C1=O
[81] COc1ccc(CN(C)C[C@H]2Oc3ccc(NC(=O)NC(C)C)cc3CC(=O)N([C@@H](C)CO)C[C@@H]2C)cc1
[82] C[C@@H]1CN([C@@H](C)CO)C(=O)c2cccc(NS(=O)(=O)c3cccs3)c2O[C@H]1CN(C)C(=O)Nc1ccc(C(F)(F)F)cc1
entry no.	75	76	77	78	79	80	81	82
p53 PUMA act	4.1	12.3	-4.5	-12.0	-3.7	/	/	0.4
STK33 kin inh	-2.6	/	-2.8	-0.7	1.6	3.9	-1.1	/

[83] CC(CN1CCCCC1)NC(=O)c1cc(-c2ccccn2)nc2ccc(Cl)cc12 (configuration not stated)
[84] C[C@H](CO)N1C[C@H](C)[C@H](CN(C)S(=O)(=O)c2ccc(F)cc2)Oc2c(NC(=O)Nc3ccc(F)cc3)cccc2C1=O
[85] CCCN(C)C[C@H]1Oc2ncc(C#CC3CC3)cc2C(=O)N([C@H](C)CO)C[C@@H]1C
[86] O=C(NCc1ccccn1)c1cc(-c2ccccc2)on1
[87] COc1cccc(OC)c1C(=O)NCCCO
entry no.	83	84	85	86	87
p53 PUMA act	-19.5	-4.7	-0.9	92.6*	-5.0
STK33 kin inh	-0.3	/	/	-0.6	-1.3
